Exocytosis inh – LAMP-1 surface exposure blockers, TALL-104 cells – cell-based, flow cytometry, MLPCN library, primary screen; TALL-104 LAMP-1 surface exposure; cells stimulated with thapsigargin and PMA; AID 651702, 2012; inhibition, % at 10 µM; 360,000 tested, 0.66% active;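 active = inhibition above about 55%, limit read from the data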
MC4R antag cAMP – MC4R antagonists of cAMP signaling, primary screen, cell-based, TR-FRET, antagonist arm of biased-ligand search; Melanocortin receptor 4 (Homo sapiens), P32245; MC4R-expressing cells, MTII-stimulated cAMP, LANCE TR-FRET; inhibition, % at 6.5 µM; 360,000 tested, 0.48% active; AID 540295, 2011;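 active = inhibition above its plate's cutoff, the mean of tested wells on that plate plus 3 SD, cut at about 29% in these data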;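 note: 0% = Melanotan II alone and 100% = Melanotan II plus saturating MCL0020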
Target sequence (P32245 whole entry, looked up): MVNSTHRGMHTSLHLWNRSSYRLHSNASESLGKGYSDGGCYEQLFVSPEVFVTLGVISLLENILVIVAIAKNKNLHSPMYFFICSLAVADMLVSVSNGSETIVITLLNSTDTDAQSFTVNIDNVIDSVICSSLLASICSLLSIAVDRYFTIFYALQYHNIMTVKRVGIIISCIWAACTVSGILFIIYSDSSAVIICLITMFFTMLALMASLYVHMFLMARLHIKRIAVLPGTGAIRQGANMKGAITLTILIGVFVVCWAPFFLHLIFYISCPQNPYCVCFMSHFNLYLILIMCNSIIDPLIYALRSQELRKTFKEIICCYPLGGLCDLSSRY
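Assay system: human MC4R-expressing U2OS cells; reagent: Melanotan II stimulation of cells; dosing: 6.5 µM single dose; timing: compound 30 min, challenge 1 h, detection 1 h; signal: TR-FRET cAMP assay; replicates: one well per compound, no replicates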
m5-HT2A agonist – mouse Htr2a agonists via beta-arrestin recruitment, primary screen, cell-based, luminescence | 360,000 tested, 0.66% active | 5-hydroxytryptamine receptor 2A (Mus musculus), P35363 | CHO-K1 mHTR2A beta-arrestin complementation; percent of 30 µM serotonin response | activation, % at 7.6 µM;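 active = activation above a run cutoff, the mean activation of all tested compounds plus 3 SD, cut at about 14% in these data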;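 note: 0% = plate median of compound wells and 100% = 30 µM serotonin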
Target sequence (P35363 whole entry, looked up): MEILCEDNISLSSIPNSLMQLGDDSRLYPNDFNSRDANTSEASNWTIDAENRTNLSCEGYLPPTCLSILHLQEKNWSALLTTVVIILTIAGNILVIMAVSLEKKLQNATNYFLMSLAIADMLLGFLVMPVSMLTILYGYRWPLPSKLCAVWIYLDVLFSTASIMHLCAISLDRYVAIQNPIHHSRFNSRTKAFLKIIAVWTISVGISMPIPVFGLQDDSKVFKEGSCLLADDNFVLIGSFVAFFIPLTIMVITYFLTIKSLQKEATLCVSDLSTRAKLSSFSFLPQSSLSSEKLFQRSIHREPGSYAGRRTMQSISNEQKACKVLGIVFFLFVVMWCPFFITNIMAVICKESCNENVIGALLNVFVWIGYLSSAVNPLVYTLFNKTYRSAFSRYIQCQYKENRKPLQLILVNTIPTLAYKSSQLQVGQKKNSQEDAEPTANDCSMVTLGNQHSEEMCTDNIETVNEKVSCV
N-glyco inh – increase of ERlucT glycosylation luciferase signal, primary screen, N-linked glycosylation inhibitor project, D54 ERlucT cells, luminescence, set 2 | D54 ERlucT glycosylation luciferase reporter, 24 h; percent of 100 nM tunicamycin response | reporter increase, % at 12.5 µM | 360,000 tested, 0.23% active | AID 588692, 2011;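 active = mean luciferase reporter signal, scaled so untreated is 0 and the glycosylation-blocking control 100, at or above a set limit in every replicate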;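 note: luciferase carries N-glycosylation sites so blocking glycosylation raises the light; 0% = median of neutral control wells and 100% = median of 100 nM tunicamycin wells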
aDG glyco up – activators of alpha-DG glycosylation, primary screen, uHTS, Pro5-aDG cells, AlphaScreen; activation, % at 10 µM; AID 624168, 2012; 360,000 tested, 0.22% active; alpha-DG glycosylation AlphaScreen (IIH6); 0% Pro5, 100% B10-LARGE cell signal;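 active = activation of at least 8% versus controls, or a plate z-score of at least 8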;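 note: Pro5 are CHO cells carrying HIG-tagged alpha-DG that lacks glycosylation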
hiPSC survival – enhancers of single-cell hiPSC survival, primary screen, ATPlite luminescence. 100% = ROCK inhibitor wells, 0% = DMSO. survival enhancement, % at 20 µM. 360,000 tested, 0.044% active; in the data active = survival enhancement above about 18%;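 note: cells exposed to compounds for 16 hours before the ATP read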
ABCB6 inh 2 – ABCB6 transporter inhibitors, primary screen, K562-ABCB6 cells, flow cytometry, MLPCN library; ATP-binding cassette sub-family B member 6 (Homo sapiens), Q9NP58; K562-ABCB6 porphyrin accumulation, 1 h; hits give low values; fluorescence ratio to DMSO, % at 10 µM; 360,000 tested, 0.19% active;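 active = fluorescence ratio to DMSO below 75%, the collection mean minus 3 SD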;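 note: signal is porphyrin accumulated inside mitochondria; 100% equals median channel fluorescence of DMSO control wells; lower ratio means ABCB6 inhibition with less porphyrin fluorescence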
Cardio protect – cardioprotection against H2O2-induced cell death, primary screen, uHTS, H9c2 cells, ATPLite luminescence; protection from H2O2 cell death, % at 20 µM; H9c2 cardiomyocytes, H2O2 injury protection, 2 h; 360,000 tested, 0.63% active; AID 588492, 2011;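 active = compounds giving at least 50% protection of heart cells from peroxide-induced death in the single-dose screen, raw or plate-pattern-corrected value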;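 note: 0% = DMSO wells with peroxide and 100% = DMSO wells without peroxide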
MC4R barr agon – MC4R agonists recruiting beta-arrestin, primary screen, cell-based, luminescence, agonist arm of biased-ligand search. Melanocortin receptor 4 (Homo sapiens), P32245. U2OS MC4R beta-arrestin complementation; percent of melanotan II response, DMSO zero. activation, % at 8.9 µM. 360,000 tested, 0.98% active. AID 540308, 2011;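 active = activation above a per-plate cutoff, the mean activation of sample wells on that plate plus 3 SD, cut at about 8% in these data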
ABHD5-PLIN5 inh – ABHD5-PLIN5 interaction inhibitors, primary screen, cell lysate, split luciferase complementation, luminescence. Perilipin-5 (Homo sapiens) + 1-acylglycerol-3-phosphate O-acyltransferase ABHD5 (Homo …. Split G. princeps luciferase complementation, 4 h. inhibition, % at 4 µM. 360,000 tested, 0.78% active;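 active = inhibition above the mean inhibition across every tested compound plus 3 SD, cut at about 22% in these data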;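 note: 0% = DMSO only wells and the 100% control is not disclosed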
* marks the source's active call; other numbers are inactive results.

Results for COc1ccc(S(=O)(=O)CCC(=O)Nc2cc(C)ccc2OC)cc1 ?
Exocytosis inh: -2.6; MC4R antag cAMP: 13.1; m5-HT2A agonist: -0.5; N-glyco inh: 3.0; aDG glyco up: -0.2; hiPSC survival: 1.4; ABCB6 inh 2: 108.0; Cardio protect: -0.5; MC4R barr agon: -3.9; ABHD5-PLIN5 inh: 2.5

How did COc1ccc(N(CC(=O)Nc2ccc(C(N)=O)cc2)S(=O)(=O)c2ccc(C)c([N+](=O)[O-])c2)cc1 do in these assays?
Exocytosis inh: -7.5; MC4R antag cAMP: 9.6; m5-HT2A agonist: -0.3; N-glyco inh: 3.0; aDG glyco up: -0.8; hiPSC survival: 1.4; ABCB6 inh 2: 101.0; Cardio protect: 3.8; MC4R barr agon: -0.8; ABHD5-PLIN5 inh: 1.2

What do the screens show for `COc1ccccc1N1CCN(c2ccnc3cc(Cl)ccc23)CC1`?
Exocytosis inh: 8.2; MC4R antag cAMP: -9.9; m5-HT2A agonist: 5.9; N-glyco inh: 14.7; aDG glyco up: 0.1; hiPSC survival: -0.5; ABCB6 inh 2: 105.0; Cardio protect: 4.5; MC4R barr agon: -0.3; ABHD5-PLIN5 inh: 4.3

Results for Cc1cc(N(C)C)cc(C)[n+]1[O-] ?
Exocytosis inh: -1.0; MC4R antag cAMP: -5.5; m5-HT2A agonist: -1.3; N-glyco inh: 1.0; aDG glyco up: -0.1; hiPSC survival: 2.3; ABCB6 inh 2: 98.0; Cardio protect: -3.1; MC4R barr agon: -0.9; ABHD5-PLIN5 inh: 3.5

Results for COc1ccc(NC(=O)/C(N=Nc2cc(S(=O)(=O)Nc3ccc(OC)cc3)ccc2OC)=C(\C)O)cc1 ?
Exocytosis inh: -2.9; MC4R antag cAMP: 3.6; m5-HT2A agonist: -0.7; N-glyco inh: -2.6; aDG glyco up: -0.5; hiPSC survival: -1.3; ABCB6 inh 2: 97.0; Cardio protect: -4.7; MC4R barr agon: -2.5; ABHD5-PLIN5 inh: 5.9

Results for COc1cccc2c1OCC(C(=O)Nc1nccs1)=C2 ?
Exocytosis inh: -2.5; MC4R antag cAMP: 4.7; m5-HT2A agonist: 3.9; N-glyco inh: -6.3; aDG glyco up: 0.0; hiPSC survival: -0.4; ABCB6 inh 2: 108.0; Cardio protect: -7.6; MC4R barr agon: 1.7; ABHD5-PLIN5 inh: 4.7

Results for Cc1cc(C)cc(C(=O)OCC(=O)NC(=O)NC2CCCC2)c1 ?
Exocytosis inh: -9.8; MC4R antag cAMP: 6.0; m5-HT2A agonist: 5.3; N-glyco inh: 3.0; aDG glyco up: 0.1; hiPSC survival: -0.3; ABCB6 inh 2: 99.0; Cardio protect: 0.0; MC4R barr agon: 7.9; ABHD5-PLIN5 inh: -7.2

What do the screens show for `Cc1ccc(NS(=O)(=O)c2c(C(=O)N3CCCCCC3)c(C)n(C)c2C)cc1C`?
Exocytosis inh: -1.9; MC4R antag cAMP: 17.1; m5-HT2A agonist: 6.3; N-glyco inh: -3.8; aDG glyco up: -0.1; hiPSC survival: -0.1; ABCB6 inh 2: 101.0; Cardio protect: 6.0; MC4R barr agon: -1.4; ABHD5-PLIN5 inh: -2.3

How did C=CCN(Cc1nc(-c2ccc(OC)cc2)no1)C(=O)c1ccc2c(c1)OCO2 do in these assays?
Exocytosis inh: 2.7; MC4R antag cAMP: 16.8; m5-HT2A agonist: 3.2; N-glyco inh: -0.5; aDG glyco up: 0.1; hiPSC survival: 0.6; ABCB6 inh 2: 101.0; Cardio protect: 3.3; MC4R barr agon: -0.8; ABHD5-PLIN5 inh: 0.8

Results for CCC1=NN2C(=N)/C(=C/c3cc(C)n(Cc4ccccc4)c3C)C(=O)N=C2S1 ?
Exocytosis inh: 12.2; MC4R antag cAMP: 9.2; m5-HT2A agonist: -1.1; N-glyco inh: -0.4; aDG glyco up: 0.2; hiPSC survival: 0.6; ABCB6 inh 2: 96.0; Cardio protect: -1.3; MC4R barr agon: -0.8; ABHD5-PLIN5 inh: -4.1

What do the screens show for `COc1ccc(C(C)=O)cc1CC(=O)Nc1ccc2c(c1)CCC2`?
Exocytosis inh: 5.3; MC4R antag cAMP: 6.5; m5-HT2A agonist: -5.0; N-glyco inh: -2.5; aDG glyco up: 0.0; hiPSC survival: -0.4; ABCB6 inh 2: 96.0; Cardio protect: 1.5; MC4R barr agon: -2.0; ABHD5-PLIN5 inh: 6.6

How did O=C(CN1C(=O)S/C(=C\c2ccccc2F)C1=O)NC1C=CS(=O)(=O)C1 (stereo unspecified) do in these assays?
Exocytosis inh: 0.2; MC4R antag cAMP: 0.0; m5-HT2A agonist: -1.6; N-glyco inh: -3.0; aDG glyco up: 0.1; hiPSC survival: -0.5; ABCB6 inh 2: 99.0; Cardio protect: 1.5; MC4R barr agon: -2.8; ABHD5-PLIN5 inh: -6.3

How did CC(C)n1nnnc1SCC(=O)N1CCN(Cc2ccc3c(c2)OCCO3)CC1 do in these assays?
Exocytosis inh: 2.0; MC4R antag cAMP: 4.7; m5-HT2A agonist: 3.7; N-glyco inh: 0.1; aDG glyco up: -0.1; hiPSC survival: 0.3; ABCB6 inh 2: 96.0; Cardio protect: -0.8; MC4R barr agon: -3.2; ABHD5-PLIN5 inh: -0.8

How did Cc1c(NC(=O)CSc2ccccc2C(=O)Nc2cccnc2)c(=O)n(-c2ccccc2)n1C do in these assays?
Exocytosis inh: 1.8; MC4R antag cAMP: -5.3; m5-HT2A agonist: 4.7; N-glyco inh: -0.2; aDG glyco up: -0.3; hiPSC survival: -1.7; ABCB6 inh 2: 94.0; Cardio protect: 2.0; MC4R barr agon: -1.4; ABHD5-PLIN5 inh: -2.6

What do the screens show for `O=C(NC1CCN(S(=O)(=O)c2ccccc2)CC1)c1ccc(F)cc1`?
Exocytosis inh: -7.9; MC4R antag cAMP: 3.0; m5-HT2A agonist: -5.6; N-glyco inh: 1.1; aDG glyco up: 0.2; hiPSC survival: -0.5; ABCB6 inh 2: 93.0; Cardio protect: 2.4; MC4R barr agon: 0.2; ABHD5-PLIN5 inh: -5.1

What do the screens show for `CCOc1ccc(-c2cc(N)n(S(=O)(=O)c3ccc(OC)cc3)n2)cc1`?
Exocytosis inh: 21.8; MC4R antag cAMP: 3.0; m5-HT2A agonist: -9.6; N-glyco inh: -2.3; aDG glyco up: -0.1; hiPSC survival: -2.0; ABCB6 inh 2: 95.0; Cardio protect: -26.5; MC4R barr agon: 0.4; ABHD5-PLIN5 inh: -4.2

Results for COc1ccccc1-n1c(-c2cccnc2)n[nH]c1=S ?
Exocytosis inh: 1.3; MC4R antag cAMP: 5.1; m5-HT2A agonist: 4.5; N-glyco inh: -1.1; aDG glyco up: -0.1; hiPSC survival: -0.2; ABCB6 inh 2: 96.0; Cardio protect: -0.8; MC4R barr agon: 0.1; ABHD5-PLIN5 inh: 4.0

How did CCOc1ccc(/C=C/C(=O)c2ccccc2)cc1 do in these assays?
Exocytosis inh: -9.4; MC4R antag cAMP: 4.5; m5-HT2A agonist: -2.1; N-glyco inh: -2.9; aDG glyco up: 0.0; hiPSC survival: -0.7; ABCB6 inh 2: 94.0; Cardio protect: -18.1; MC4R barr agon: -0.2; ABHD5-PLIN5 inh: 13.4

How did O=C(COC(=O)CCC(=O)c1cccs1)NC1CCCCC1 do in these assays?
Exocytosis inh: -0.8; MC4R antag cAMP: 0.8; m5-HT2A agonist: 4.5; N-glyco inh: 2.1; aDG glyco up: -0.2; hiPSC survival: -0.5; ABCB6 inh 2: 105.0; Cardio protect: 1.0; MC4R barr agon: -2.8; ABHD5-PLIN5 inh: -18.1

What do the screens show for `CC(C)CN(CCNC(=O)CN1C(=O)COc2ccc(S(=O)(=O)N3CCOCC3)cc21)CC(C)C`?
Exocytosis inh: -4.9; MC4R antag cAMP: 5.7; m5-HT2A agonist: -0.8; N-glyco inh: 1.9; aDG glyco up: 0.1; hiPSC survival: 0.0; ABCB6 inh 2: 99.0; Cardio protect: -1.6; MC4R barr agon: -1.5; ABHD5-PLIN5 inh: 1.9

Quoted at random: 2 entries already listed.
How did CC(C)n1nnnc1SCC(=O)N1CCN(Cc2ccc3c(c2)OCCO3)CC1 do in these assays?
Exocytosis inh: 2.0; MC4R antag cAMP: 4.7; m5-HT2A agonist: 3.7; N-glyco inh: 0.1; aDG glyco up: -0.1; hiPSC survival: 0.3; ABCB6 inh 2: 96.0; Cardio protect: -0.8; MC4R barr agon: -3.2; ABHD5-PLIN5 inh: -0.8

What do the screens show for `O=C(NC1CCN(S(=O)(=O)c2ccccc2)CC1)c1ccc(F)cc1`?
Exocytosis inh: -7.9; MC4R antag cAMP: 3.0; m5-HT2A agonist: -5.6; N-glyco inh: 1.1; aDG glyco up: 0.2; hiPSC survival: -0.5; ABCB6 inh 2: 93.0; Cardio protect: 2.4; MC4R barr agon: 0.2; ABHD5-PLIN5 inh: -5.1

Further entries follow:
How did CC(=O)c1cccc(NC(=O)c2ccc(NS(C)(=O)=O)cc2)c1 do in these assays?
Exocytosis inh: 1.1; MC4R antag cAMP: 19.8; m5-HT2A agonist: -0.1; N-glyco inh: 5.0; aDG glyco up: 0.1; hiPSC survival: -1.5; ABCB6 inh 2: 99.0; Cardio protect: 2.3; MC4R barr agon: 0.0; ABHD5-PLIN5 inh: 2.5

What do the screens show for `Cc1ccc(S(=O)(=O)NCCC(=O)NC2CCCCCC2)cc1`?
Exocytosis inh: -3.4; MC4R antag cAMP: 0.9; m5-HT2A agonist: 7.3; N-glyco inh: 1.9; aDG glyco up: 0.0; hiPSC survival: -0.7; ABCB6 inh 2: 93.0; Cardio protect: -0.8; MC4R barr agon: -1.5; ABHD5-PLIN5 inh: -5.8

Results for Cc1ccc(NS(=O)(=O)c2ccc3c(c2)NC(=O)CCS3)c(Cl)c1 ?
Exocytosis inh: 1.8; MC4R antag cAMP: 8.1; m5-HT2A agonist: 1.4; N-glyco inh: -2.5; aDG glyco up: 0.1; hiPSC survival: -0.5; ABCB6 inh 2: 97.0; Cardio protect: 0.1; MC4R barr agon: -0.3; ABHD5-PLIN5 inh: -3.8

How did COCCN(Cc1cc2cc(C)c(C)cc2nc1Cl)C(=O)N1CCOCC1 do in these assays?
Exocytosis inh: -5.3; MC4R antag cAMP: -0.3; m5-HT2A agonist: -2.7; N-glyco inh: 1.7; aDG glyco up: 0.1; hiPSC survival: 3.7; ABCB6 inh 2: 91.0; Cardio protect: 16.7; MC4R barr agon: -2.6; ABHD5-PLIN5 inh: -4.0
